Compound activity from PubChem.
B2AR arrestin ag: qHTS assay of beta-arrestin-biased ligands of beta2-adrenergic receptor: NCGC Sytravon Library Screen; Beta-2 adrenergic receptor (Homo sapiens), P07550; HTLA Tango cells, beta-arrestin recruitment, luciferase luminescence, 18 h; Potency, µM (highest dose often 46.1 µM), without a hit: at the highest dose activation, most hits filed as activators; 44,000 tested, under 10 active;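 further: potency means the concentration at half of the fitted maximal effect; 0% = DMSO and full agonism = EC100 isoproterenol or metaproterenol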
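First, Tango cells carrying beta2-AR and beta-arrestin fusions received compound up to 46 microM. After 18 hr at 37 degrees C, luciferase substrate was added for 15 minutes, then luminescence gave %Activity for curve fitting.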
p53null 32C tox: qHTS Screen for Compounds that Selectively Target Cancer Cells with p53 Mutations: Cytotoxicity of p53 Null Cells at the Permissive Temperature | H1299-neo p53 null cells, ATP luminescence, 24 h, 32C | Potency, µM (series often up to 46.1 µM), for the others: top-dose activity change, negative = cytotoxicity, usual class: cytotoxic | 55,000 compounds, 0.62% hits | AID 903, 2007;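 further: potency means the concentration at half of the fitted maximal effect; 0% = DMSO only and -100% = full killing by 100 µM tamoxifen; nearly all actives have a fitted effect of over 55% in size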
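H1299-neo, 600 cells/well; overnight 37C; cpd up to 46 uM, 24 h at 32C; ATPlite luminescence after 20 min RT; normalized to DMSO (0%) and tamoxifen 100 uM (100% kill); Hill-fit AC50.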
p53null 39C tox: qHTS Screen for Compounds that Selectively Target Cancer Cells with p53 Mutations: Cytotoxicity of p53 Null Cells at the Nonpermissive Temperature | Potency, µM (titrated, usually from 46.1 µM), inactives show at the highest dose activity, negative = cell killing, hits mostly cytotoxic | 55,000 compounds, 0.97% hits | AID 904, 2007 | H1299 p53-null (neo) cells, 39C, ATPlite viability, 24 h;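 further: potency means the concentration at half of the fitted maximal effect; 0% = DMSO only and -100% = full killing by 100 µM tamoxifen; nearly all actives have a fitted effect of over 50% in size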
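Concentration-response (up to 46 uM) was run for 24 h at the nonpermissive 39C on H1299-p53A138V or H1299-neo cells. ATP content was measured with ATPlite luminescence. AC50 values were Hill-modeled after normalizing between DMSO and 100 uM tamoxifen killing.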
PTAP-TSG101 blk: qHTS Validation Assay for Inhibitors of HIV-1 Budding by Blocking the Interaction of PTAP/TSG101: Sytravon Library Screen | Tumor susceptibility gene 101 protein (Homo sapiens), Q99816 | Fluorescence polarization, FITC-PTAP peptide/Tsg101, 20 min | Potency, µM (doses to about 115 µM), without a hit: at the highest dose activity change, negative = inhibition, hits mostly inhibitors | 44,000 tested, under 10 active | AID 1347069, 2019; further: potency means the concentration at half of the fitted maximal effect; 0% is about no effect
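Compounds pinned into 10 uM Tsg101 binding domain, then 50 nM FITC-PTAP peptide added in pH 7.5 HEPES buffer; FP read after 20 min, room temperature. Total S+P intensity flags fluorescent compounds; active cut-off <25 µM, efficacy <60%.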
FH mod: Identification of activators of human fumarate hydratase by quantitative high-throughput screening; Fumarate hydratase, mitochondrial (Homo sapiens), P07954; FH coupled MDH/diaphorase resazurin fluorescence, 15 min; Potency, µM (titrated, usually from 79.9 µM), for the others: at the highest dose activity change, negative = inhibition, most hits filed as inhibitors; 54,000 compounds, 0.22% hits; further: potency means the concentration at half of the fitted maximal effect; on the % scale 0 is the no-effect control and ±100 the full control effect; the screen sought activators but most active calls are inhibition curves; nearly all actives have a fitted effect of over 45% in size
Target sequence (P07954 whole entry, looked up): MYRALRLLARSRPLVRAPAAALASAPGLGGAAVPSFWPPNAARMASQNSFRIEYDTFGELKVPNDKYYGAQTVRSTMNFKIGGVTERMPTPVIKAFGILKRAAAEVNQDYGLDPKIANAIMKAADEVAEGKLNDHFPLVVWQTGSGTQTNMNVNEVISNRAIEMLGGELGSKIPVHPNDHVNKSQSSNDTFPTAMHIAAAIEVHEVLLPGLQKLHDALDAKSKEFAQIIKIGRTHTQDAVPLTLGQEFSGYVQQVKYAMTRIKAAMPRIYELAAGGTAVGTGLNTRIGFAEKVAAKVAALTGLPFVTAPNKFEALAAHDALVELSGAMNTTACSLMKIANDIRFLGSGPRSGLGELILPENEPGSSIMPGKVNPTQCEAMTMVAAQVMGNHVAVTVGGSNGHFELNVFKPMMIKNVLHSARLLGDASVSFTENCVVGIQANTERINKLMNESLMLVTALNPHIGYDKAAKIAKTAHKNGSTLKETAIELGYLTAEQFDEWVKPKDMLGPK
NTMT1 inhibitor: Primary qHTS for Inhibitors of N-terminal methyltransferase 1 (NTMT1): MTaseGlo Assay | N-terminal Xaa-Pro-Lys N-methyltransferase 1 (Homo sapiens), Q9BV86 | Potency, µM (highest dose often 114 µM), without a hit: top-dose activity change, negative = inhibition, actives largely listed as inhibitors | AID 1645870, 2021 | NTMT1 MTase-Glo SAH luminescence, purified enzyme | 59,000 compounds, 2.5% hits;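 further: potency means the concentration at half of the fitted maximal effect; plate controls were DMSO vehicle for no effect and no enzyme for full effect; nearly all actives have a fitted effect of over 65% in size; many of its hits are not listed in these tables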
GALK inh: qHTS Assay for Inhibitors of Human Galactokinase (GALK): NCGC Sytravon Library Screen | P51570 | recombinant GALK, Kinase-Glo ATP luminescence, 1 h | Potency, µM (doses to about 57.5 µM), without a hit: top-dose activity, negative = inhibition, hits mostly inhibitors | 44,000 tested, under 10 active | AID 1347072, 2019;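 further: plate controls were full GALK reaction for no effect and reaction lacking GALK for full effect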
Target sequence (P51570 whole entry, looked up): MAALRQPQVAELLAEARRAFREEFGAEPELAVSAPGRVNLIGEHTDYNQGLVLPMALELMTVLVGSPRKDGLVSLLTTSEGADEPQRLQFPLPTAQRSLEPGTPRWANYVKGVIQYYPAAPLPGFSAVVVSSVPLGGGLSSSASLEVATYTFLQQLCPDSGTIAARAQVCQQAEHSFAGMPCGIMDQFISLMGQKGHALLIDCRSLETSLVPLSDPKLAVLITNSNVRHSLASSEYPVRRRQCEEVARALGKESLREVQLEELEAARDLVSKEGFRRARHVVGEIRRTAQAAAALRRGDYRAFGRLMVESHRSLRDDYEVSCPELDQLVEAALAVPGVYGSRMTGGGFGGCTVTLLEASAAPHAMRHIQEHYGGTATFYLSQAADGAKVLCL
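Human GALK (5 nM) was incubated with 35 uM ATP and 100 uM galactose in 20 mM HEPES pH 8.0 with MgCl2, NaCl, DTT and BSA for 1 h at room temperature. Remaining ATP was measured by Kinase-Glo Plus luminescence.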
* marks the source's active call; other numbers are inactive results; ? = inconclusive; · = no result given; [ ] = remark or other dose. The call rests on the fitted dose curve; in most records, active means well fitted curve in the direction sought with a large enough effect; inconclusive means small, poorly fitted or top-dose-only effect, or another doubt; inactive means no such curve, though single readings can be large; an effect the other way counts as inactive or inconclusive. A portion of the library. The share of hits here may be higher or lower than overall.

SMILES	B2AR arrestin ag	p53null 32C tox	p53null 39C tox	PTAP-TSG101 blk	FH mod	NTMT1 inhibitor	GALK inh
COc1ccc(NC(=O)CCc2c(C)nn(-c3ccc(N4CCCCC4)nn3)c2C)cc1Cl	0%	10µM*	?	1%	·	·	?
CN(C)c1ccc(CNC(=O)c2cccn2-c2nnc(N3CCCCC3)s2)cc1	-1%	-9%	-4%	-2%	-30%	-9%	-2%
CC(=O)Nc1nonc1-c1nc2ccccc2n1Cc1ccccc1Br	0%	0%	-29%	1%	-23%	4%	-3%
CCOc1ccc(NC(=O)C(=O)NCCc2ccccc2)cc1	1%	4%	-27%	0%	-14%	-10%	-19%
CCc1ccc(-n2c(=O)c3cccnc3n2CC(=O)Nc2ccccc2C(F)(F)F)cc1	-1%	-6%	2%	2%	-5%	1%	-3%
CC(NC(=O)CN1C(=O)c2cccnc2Oc2ccc(Cl)cc21)c1ccccc1 (configuration not stated)	0%	-7%	-17%	-5%	1%	-4%	?
CCOC(=O)C1=C(CN2CCN(c3ccc(Cl)cc3)CC2)NC(=O)NC1c1ccc(OC)cc1 (configuration not stated)	0%	12%	9%	0%	?	8%	1%
CC(C)CCNC(=O)CN1C(=O)c2cccnc2Oc2ccccc21	-1%	?	-17%	3%	7%	13%	-12%
CCS(=O)(=O)c1ncc(N(Cc2ccccc2)Cc2ccco2)c(C(=O)Nc2ccc(C)c(C)c2)n1	-4%	1%	14%	0%	-22%	2%	0%
Cc1cc(C)nc(-n2nc(C)c3c2NC(=O)CC3c2cc(F)ccc2F)n1 (configuration not stated)	-5%	19%	-6%	-9%	2%	-10%	-2%
COc1ccccc1NC(=O)COc1ccc(-c2nn(C)c(=O)c3ccccc23)cc1	-1%	19%	?	1%	-14%	0%	4%
CCOc1cc(C(=O)Nc2ccc(S(=O)(=O)Nc3cc(OC)nc(OC)n3)cc2)cc(OCC)c1OCC	1%	6%	-8%	0%	-12%	17%	-18%
Cc1ccccc1CSc1nc2nc(C)c(Cc3ccccc3)c(C)n2n1	-1%	8%	8%	1%	-21%	-3%	2%
CCOc1ccc(CCNC(=O)CN2C(=O)C(CC)Oc3ccccc32)cc1OCC (configuration not stated)	2%	-3%	8%	-3%	-2%	24%	0%
CCN1CCc2c(sc(NC(=O)c3ccc(S(=O)(=O)N4CCCC(C)C4)cc3)c2C(=O)OC)C1 (configuration not stated)	1%	3%	4%	55%[activator]	-13%	-2%	-1%
COc1cc(NC(=O)c2cc(Cl)c(OC)c(Cl)c2)ccc1NC(=O)c1cc2ccccc2o1	-2%	2%	-17%	1%	-6%	-3%	3%
COc1ccc(-c2nc(SCC(=O)NCC3CCCO3)c(-c3ccc(Cl)cc3)[nH]2)cc1 (configuration not stated)	-2%	-4%	1%	-3%	8%	10%	2%
CCN(CC)CCOC(=O)c1ccc(NC(=O)Cn2ncc3c2-c2cc(C)ccc2OC3)cc1	0%	6%	-6%	0%	-22%	?	-2%
Cc1ccc(NC(=O)Cn2c(=O)c(C(F)(F)F)nc3ccccc32)c(C)c1	2%	-1%	0%	-1%	15%	2%	-3%
Cc1ccc(CNC(=O)c2nnn(CC(=O)Nc3cc(C)ccc3C)c2N)cc1	0%	-1%	-20%	1%	3%	-16%	-2%

Quoted from above for reference:
SMILES	B2AR arrestin ag	p53null 32C tox	p53null 39C tox	PTAP-TSG101 blk	FH mod	NTMT1 inhibitor	GALK inh
COc1ccc(NC(=O)CCc2c(C)nn(-c3ccc(N4CCCCC4)nn3)c2C)cc1Cl	0%	10µM*	?	1%	·	·	?
CN(C)c1ccc(CNC(=O)c2cccn2-c2nnc(N3CCCCC3)s2)cc1	-1%	-9%	-4%	-2%	-30%	-9%	-2%

Next section
SMILES	B2AR arrestin ag	p53null 32C tox	p53null 39C tox	PTAP-TSG101 blk	FH mod	NTMT1 inhibitor	GALK inh
CC1=C(C(=O)Nc2ccccc2)C(c2ccc(C(=O)O)cc2)n2ncnc2N1 (configuration not stated)	-1%	-2%	-4%	1%	4%	11%	0%
Cc1cc(C)cc(NC(=O)c2cnc3sc(N4CCCC4)nn3c2=O)c1	-1%	-3%	4%	-1%	0%	0%	0%
COc1ccc(CCNC(=O)c2cc3c(s2)-c2ccccc2OC3)cc1OC	0%	-3%	-17%	0%	-14%	-16%	6%
CCOC(=O)C1CCN(C(=O)Cn2nc(C)n3c(cc4sccc43)c2=O)CC1	-2%	-3%	-15%	-6%	1%	-1%	5%
Cc1c(C(=O)NCCN(C)C)oc2c1-c1nn(Cc3ccccc3Cl)cc1CC2	0%	11%	25%	10%	-22%	?	0%
O=C(CSc1nnc2scc(-c3ccc(Cl)cc3)n12)Nc1ccc(F)cc1	1%	-11%	-6%	0%	5%	-7%	0%
O=C(Nc1c(C(=O)Nc2cccc(F)c2)oc2ccccc12)c1cc2ccccc2o1	0%	?	?	-3%	-12%	4%	9%
COc1ccc(CCNS(=O)(=O)c2cc(-c3cc(C)no3)ccc2OC)cc1OC	0%	-11%	0%	-6%	-6%	-14%	3%
COc1ccc(NC(=O)c2sc3nc4c(cc3c2N)CCCCCC4)cc1	1%	?	-28%	1%	-27%	?	3%
Cc1nc2scc(C)n2c(=O)c1S(=O)(=O)Nc1ccc(N2CCN(C(=O)C(C)C)CC2)cc1	-1%	2%	2%	-12%	·	·	4%
COc1ccc(S(=O)(=O)N(CC(=O)NC(C)c2ccccc2)c2ccc(C)cc2)cc1OC (configuration not stated)	1%	12%	23%	0%	?	-2%	3%
COc1cc(C2C(C(=O)Nc3ccc(Cl)cc3)=C(C)Nc3nc(SC)nn32)cc(OC)c1OC (configuration not stated)	0%	10%	-4%	1%	9%	0%	0%
COC(=O)c1sccc1S(=O)(=O)N(CC(=O)Nc1ccccc1F)c1ccccc1	-1%	-1%	-10%	0%	-9%	-6%	-2%
Clc1ccc(CSc2ccc(-c3cccs3)nn2)cc1	4%	-1%	-3%	4%	-16%	1%	3%
COc1cc(OC)cc(C(=O)Nc2ccc3oc(-c4cccc5c(Br)cccc45)nc3c2)c1	0%	6%	33%[activator]	2%	8%	-11%	0%
Cc1ccc(C(=O)NCC(c2ccc3c(c2)OCO3)N2CCOCC2)cc1C (configuration not stated)	1%	-5%	5%	-2%	4%	-17%	0%
Fc1ccc(-c2cc(-c3nc(-c4cccc(Cl)c4)no3)[nH]n2)cc1	-1%	-9%	-2%	3%	3%	-2%	0%
Cc1ccc(-n2nc(C)c3c(C(=O)Nc4ccccc4C(F)(F)F)cc(C)nc32)cc1	1%	2%	-10%	1%	5%	-2%	1%
Cc1oc2ncn(CC(C)C)c(=O)c2c1C(=O)NCCCN(Cc1ccccc1)C(C)C	0%	4%	-2%	-9%	2%	-7%	-1%
Cc1ccc(C(=O)Nc2c(C(=O)NCc3ccc(Cl)cc3)sc3nc(C)cc(C)c23)cc1	0%	-14%	?	3%	-3%	-5%	7%
CC(C)c1ccc(NC(=O)C(Cc2ccccc2)n2cccc2)cc1 (configuration not stated)	0%	43%[activator]	?	-1%	?	-1%	-8%
CN(CC(=O)NCc1ccc(F)cc1)S(=O)(=O)c1ccc2[nH]c3c(c2c1)CCCC3	-1%	17%	-14%	-1%	-24%	?	1%
CCCn1c(CCC(=O)Nc2cc(Cl)c(OC)cc2OC)nc2cccnc21	1%	?	-5%	1%	-6%	6%	5%
CCOC(=O)C1CCCN(C(=O)c2ccc3c(c2)N(Cc2ccccc2)C(=O)c2ccccc2S3=O)C1 (configuration not stated)	-1%	-2%	73%[activator]	-8%	-20%	7%	9%
CCCN(CCC)CCNC(=O)c1cc(-c2ccc(Br)s2)nc2ccccc12	1%	6%	-19%	7%	-35%	-3%	0%
CC(=O)c1cccc(NS(=O)(=O)c2ccc3[nH]c4c(c3c2)CCCCC4)c1	-1%	32%[activator]	?	1%	?	-11%	1%
COc1cccc(N2CCN(C(=O)CCc3c(C)nc4c(c3C)c(=O)n(C)c(=O)n4C)CC2)c1	1%	-2%	-22%	-5%	-13%	-5%	9%
CC(C)OCCCNC(=O)CCCn1c(SCC(=O)c2ccc(F)cc2)nc2c(sc3ccccc32)c1=O	1%	0%	-23%	2%	-3%	8%	0%
COc1ccc(-n2nc(C(=O)N(C)c3cc(C)ccc3C)c3c4ccccc4n(C)c3c2=O)cc1Cl	0%	-2%	-12%	-9%	2%	11%	1%
Oc1c(Br)cc(Br)cc1-c1nc2ccccc2s1	0%	1%	1%	-5%	-1%	13%	3%
COc1ccc(-c2n[nH]c3c2C(c2ccc(O)cc2)N(c2ccc(Br)cc2)C3=O)cc1 (configuration not stated)	0%	-24%	-12%	-10%	?	17%	-2%
O=C(CN1C(=O)CCc2cc(S(=O)(=O)N3CCOCC3)ccc21)NCc1ccccc1	0%	1%	1%	3%	-5%	-5%	-4%
COc1ccccc1NC(=O)CCn1nc(-c2ccccc2)c2ccccc2c1=O	0%	36%[activator]	?	-8%	?	-5%	2%
CCOC(=O)c1cccc(Nc2c3c(nc4ccccc24)CCC3)c1	-2%	30%	?	-6%	-18%	0%	9%
Cc1cc(Cl)ccc1NC(=O)C1CCCN1S(=O)(=O)c1ccc2c(c1)CCCC(=O)N2 (configuration not stated)	0%	-7%	-18%	0%	6%	35%[activator]	1%
CCc1ccc(NC(=O)C2CCC(CNS(=O)(=O)c3ccc4c(c3)CC(C)N4C(C)=O)CC2)cc1 (configuration not stated)	1%	-1%	-10%	0%	-5%	-7%	0%
CCOC(=O)CC(NC(=O)CCc1c(C)nc2c(-c3ccccc3)c(C)nn2c1C)c1ccc(C)cc1 (configuration not stated)	2%	-14%	27%	-4%	-29%	-8%	9%
CCOc1ccc(N2CC(c3nc4ccccc4n3Cc3cccc(Cl)c3)CC2=O)cc1 (configuration not stated)	1%	30%	61%[activator]	-9%	-23%	-1%	0%
CCOc1ccc(CNC(=O)c2ccc3c(c2)c(C)c(C)n3Cc2ccccc2)cc1OC	1%	23%	-7%	4%	-20%	?	0%
